Bioassay records: PubChem BioAssay, several laboratories
EphB4 antag – EphB4-ephrin-B2 interaction antagonists, primary screen, biochemical, TNYL-RAW peptide probe, fluorescence polarization; actives 0.15% (n = 97,000); inhibition, % at 7 µM; Ephrin type-B receptor 4 (Homo sapiens), P54760; EphB4 LBD / TNYL-RAW-Alexa532 peptide;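 active means inhibition above the screen-wide mean inhibition plus 3 SD, cut at about 15% in these data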;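 further: 0% = DMSO wells and 100% = excess unlabeled TNYL-RAW peptide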
CYP2C19 activ – human CYP2C19 activators, primary screen, biochemical, luminescence. Cytochrome P450 2C19 (Homo sapiens), P33261. recombinant CYP2C19, luciferin-H EGE luminescence; active compounds read high; 0 = fully inhibited enzyme, 1 = untreated enzyme. activation factor at 5 µM. 96,000 tested, under 10 active;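 active means activation factor of at least 2 at 5 µM in the primary screen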;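 further: 0 = wells with 2.5 mM tranylcypromine and 1 = vehicle-only wells; values of inactives mirror those of a sister screen read the other way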
Target sequence (P33261 whole entry, looked up): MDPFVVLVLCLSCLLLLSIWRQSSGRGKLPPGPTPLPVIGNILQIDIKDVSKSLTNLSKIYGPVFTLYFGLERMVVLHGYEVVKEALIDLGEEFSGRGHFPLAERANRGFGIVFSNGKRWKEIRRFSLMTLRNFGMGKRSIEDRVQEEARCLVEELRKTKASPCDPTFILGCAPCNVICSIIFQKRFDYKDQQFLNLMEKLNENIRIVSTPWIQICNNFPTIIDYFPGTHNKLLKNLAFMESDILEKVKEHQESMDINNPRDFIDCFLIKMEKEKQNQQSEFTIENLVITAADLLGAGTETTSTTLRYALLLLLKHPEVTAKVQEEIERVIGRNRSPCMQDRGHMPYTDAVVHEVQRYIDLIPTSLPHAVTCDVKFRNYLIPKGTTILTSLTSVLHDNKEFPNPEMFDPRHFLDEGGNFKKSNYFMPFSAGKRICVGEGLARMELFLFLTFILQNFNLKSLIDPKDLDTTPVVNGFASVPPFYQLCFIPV
PLK1 PBD inh – Plk1 polo box domain binding inhibitors, primary screen, biochemical, fluorescence polarization; Serine/threonine-protein kinase PLK1 (Homo sapiens), P53350; Plk1 PBD phosphopeptide binding; inhibition, %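 (tested at about 20 µM)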; actives 0.13% (n = 97,000); AID 693, 2007; in the data active means inhibition above about 34%, passing the limit was not always enough
PLAP activator – PLAP enzyme activators, biochemical, luminescence, HTS | Alkaline phosphatase, placental type (Homo sapiens), P05187 | purified PLAP enzyme, luminescent substrate read-out; active compounds read high | activation fold at 20 µM | actives 1.2% (n = 96,000) | AID 696, 2007; in the data active means activation fold above about 2
Target sequence (P05187 whole entry, looked up): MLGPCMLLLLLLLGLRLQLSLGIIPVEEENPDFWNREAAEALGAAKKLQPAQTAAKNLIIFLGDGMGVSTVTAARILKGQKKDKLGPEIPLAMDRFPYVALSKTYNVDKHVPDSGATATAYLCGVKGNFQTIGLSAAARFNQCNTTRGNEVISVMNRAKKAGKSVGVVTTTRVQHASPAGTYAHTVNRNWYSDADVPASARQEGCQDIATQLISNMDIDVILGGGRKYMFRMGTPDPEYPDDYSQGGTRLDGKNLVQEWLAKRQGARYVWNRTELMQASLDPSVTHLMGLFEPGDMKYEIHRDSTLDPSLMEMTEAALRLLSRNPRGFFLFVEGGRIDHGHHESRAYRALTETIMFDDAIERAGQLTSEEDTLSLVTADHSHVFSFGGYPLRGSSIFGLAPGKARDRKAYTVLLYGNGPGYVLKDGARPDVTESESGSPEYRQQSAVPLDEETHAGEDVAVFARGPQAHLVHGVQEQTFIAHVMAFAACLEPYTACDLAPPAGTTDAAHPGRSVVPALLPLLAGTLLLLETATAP
CYP2C19 inh – blockers of cytochrome P450 2C19 activity – biochemical, luminescence, ADME assay, primary screen | P33261 | CYP2C19 Supersomes, luciferin-H EGE luminescence, 30 min | inhibition, % at 5 µM | actives 21% (n = 96,000) | AID 778, 2007;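 active means CYP2C19 inhibition above a set limit at 5 µM in the primary screen, cut at about 50% in these data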;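 further: plate controls were negative control wells for no effect and 2.5 mM tranylcypromine positive control for full effect; values of inactives mirror those of a sister screen read the other way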
CYP2C9 inh – blockers of cytochrome P450 2C9 activity – biochemical, luminescence, ADME assay, primary screen; AID 777, 2007; CYP2C9 Supersomes, luciferin-H conversion; actives 20% (n = 96,000); inhibition, % at 5 µM; P11712;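 active means blocking of liver enzyme CYP2C9 beyond about 50% at 5 µM, limit read from the data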; further: values of inactives mirror those of a sister screen read the other way
CYP2C9 activ – human CYP2C9 activators, primary screen, biochemical, luminescence; Cytochrome P450 2C9 (Homo sapiens), P11712; recombinant CYP2C9, luciferin-H conversion; active compounds read high; factor 1 = untreated enzyme, 0 = blocked; activation factor at 5 µM; actives 1.4% (n = 96,000); AID 1024, 2008;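 active means activation factor of 2 or more for CYP2C9 at a 5 µM dose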;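 further: 0 = sulfaphenazole-blocked wells and 1 = vehicle-only wells; values of inactives mirror those of a sister screen read the other way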
PLK1 kinase inh – human PLK1 kinase inhibitors, primary screen, biochemical, TR-FRET. AID 619, 2007. recombinant PLK1 kinase, TR-FRET peptide phosphorylation. inhibition, % at 10 µM. actives 0.53% (n = 97,000);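 active means inhibition of 50% or more in the single-concentration screen; inactive means inhibition below 50%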;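 further: 0% = DMSO max control and 100% = H-89 dihydrochloride min control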
Rev-RRE block – HIV-1 Rev-RRE binding inhibitors, primary screen, biochemical, FRET, protein-RNA interaction | actives 0.79% (n = 97,000) | AID 704, 2007 | Rev peptide-RRE RNA binding | P05866 | inhibition, % at 8 µM;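 active means inhibition above the screen-wide mean plus 3 SD, cut at about 35% in these data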;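 further: 0% = median DMSO wells and 100% = median Neomycin B control wells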
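Test system – labelled RRE RNA duplex and labelled Rev peptide · Reagent – labelled Rev peptide · Doses – one concentration, 8 µM nominal · Incubation – 5 + 15 min at 25 °C · Signal – FRET fluorescence readout · Read-out basis – % inhibition of FRET ratio versus controls · Control set – DMSO wells as 0% and neomycin B wells as 100% inhibition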
* = called active by the depositor; x = no result given.

SMILES	EphB4 antag	CYP2C19 activ	PLK1 PBD inh	PLAP activator	CYP2C19 inh	CYP2C9 inh	CYP2C9 activ	PLK1 kinase inh	Rev-RRE block
CCCCC(=O)NCCc1ccc(OC)cc1	-4	0.4	-8	0.9	57*	26	0.7	-4	12
COc1ccc(S(=O)(=O)NNC(=O)c2cc3cc4ccccc4nc3s2)cc1	-5	1.1	2	2*	-13	-8	1.1	-9	12
COc1ccc(OC)c(NC(=O)Cn2cc(C#N)c3ccccc32)c1	-1	0.2	-31	0.9	85*	80*	0.2	-4	10
CCNC(=S)NNC(=O)Cc1ccccc1	5	0.8	-22	1.3	18	1	1	-11	2
COC(=O)C1CCN(C(=O)N2CCOCC2)CC1	5	0.9	5	0.8	13	5	1	-12	9
C=CCn1sc(=N)c(C#N)c1N	x	1.1	x	1	-6	16	0.8	x	x
CC(C)c1nc(SCc2c(F)cccc2Cl)c2c(=O)n(C)c(=O)n(C)c2n1	-8	1	-8	1.1	1	67*	0.3	-5	8
CC(C)N(CCc1ccncc1)C(=O)Nc1ccc(Cl)c(Cl)c1	-9	0	-13	0.8	100*	99*	0	6	7
Nc1nsc2ccccc12	0	1.1	-19	1	-15	-21	1.2	-5	1
O=C(CCn1c(=O)oc2ccccc21)N1CCCCCC1	2	x	-5	x	x	x	x	-12	5
Cc1cc(=O)oc2cc(OC(C)C(=O)O)c(Cl)cc12 (stereo unspecified)	8	0.9	-2	1.1	9	4	1	-3	11
COc1ccc(NC(=O)Cn2nnc(-c3ccccc3N)n2)cc1OC	-9	1.1	-12	0.9	-14	3	1	-11	3
Cc1c(NC(=O)CSC2=C(C#N)C(c3ccccc3F)CC(=O)N2)c(=O)n(-c2ccccc2)n1C (stereo unspecified)	-7	1	5	1.3	-1	-9	1.1	4	-2
CCN(CC)S(=O)(=O)c1cc(C(=O)O)ccc1Cl	0	1.2	-9	0.9	-24	-12	1.1	-7	5
COc1cc(OC)c(C2=NOC(C(=O)NCCc3ccccc3)C2)cc1Cl (stereo unspecified)	-7	0.4	-4	1.3	62*	-28	1.3	3	16

Reprinted from the listing for reference:
SMILES	EphB4 antag	CYP2C19 activ	PLK1 PBD inh	PLAP activator	CYP2C19 inh	CYP2C9 inh	CYP2C9 activ	PLK1 kinase inh	Rev-RRE block
CC(C)c1nc(SCc2c(F)cccc2Cl)c2c(=O)n(C)c(=O)n(C)c2n1	-8	1	-8	1.1	1	67*	0.3	-5	8
CC(C)N(CCc1ccncc1)C(=O)Nc1ccc(Cl)c(Cl)c1	-9	0	-13	0.8	100*	99*	0	6	7

As entered above.
PLK1 PBD inh, `CCN(CC)S(=O)(=O)c1cc(C(=O)O)ccc1Cl` = -9
PLK1 kinase inh, `Cc1cc(=O)oc2cc(OC(C)C(=O)O)c(Cl)cc12` (stereo unspecified) = -3
EphB4 antag, `Cc1c(NC(=O)CSC2=C(C#N)C(c3ccccc3F)CC(=O)N2)c(=O)n(-c2ccccc2)n1C` (stereo unspecified) = -7
PLAP activator, `C=CCn1sc(=N)c(C#N)c1N` = 1
CYP2C9 inh, `COc1ccc(S(=O)(=O)NNC(=O)c2cc3cc4ccccc4nc3s2)cc1` = -8

Next part:
SMILES	EphB4 antag	CYP2C19 activ	PLK1 PBD inh	PLAP activator	CYP2C19 inh	CYP2C9 inh	CYP2C9 activ	PLK1 kinase inh	Rev-RRE block
CC(C)COC(=O)c1nnsc1NC(=O)Nc1ccccc1	7	0.8	-3	0.6	20	38	0.6	-19	8
CN(CC(=O)NCc1ccc2c(c1)OCO2)S(=O)(=O)c1ccc(Br)s1	1	0.3	-9	0.8	70*	89*	0.1	-9	6
FC(F)(F)c1cc(C(F)(F)F)c2ccc(N3CCN(c4ccc(Cl)cc4)CC3)nc2n1	-8	0.8	27	0.9	15	28	0.7	-9	19
O=C(c1cc2n(n1)C(C(F)(F)F)CC(c1ccco1)N2)N1CCN(c2ccccn2)CC1 (stereo unspecified)	x	1.1	x	1.6	-8	37	0.6	x	x
O=C1c2ccccc2C(=O)c2c1cccc2N1CCN(Cc2ccccc2)CC1	9	0.9	-21	1.1	13	65*	0.4	-7	11
COc1ccc(C)cc1NC(=O)Cn1cnc2sc(C)c(S(=O)(=O)N3CCOCC3)c2c1=O	-6	x	1	x	x	x	x	-6	9
COc1ccc(CC(=O)OCc2nnc(C3COc4ccccc4O3)o2)cc1OC (stereo unspecified)	1	x	4	x	x	x	x	-4	1
CC1CCCCC1NC(=O)C1CCN(S(=O)(=O)c2cccc3nsnc23)CC1 (stereo unspecified)	-1	1.3	-15	0.7	-25	-76	1.8	1	4
CC(=O)C1=C(O)C=C(c2ccco2)CC1c1ccco1 (stereo unspecified)	10	0.5	-3	0.7	50*	51*	0.5	-12	4
C=CCc1ccccc1OCC(CN1CCCCC1)OC(C)=O (stereo unspecified)	1	0.5	-14	1.5	53*	0	1	-11	7
CCC(C)(C)n1nnnc1C(c1cc(OC)c(OC)c(OC)c1)N1CCN(c2ccccc2)CC1 (stereo unspecified)	-7	0.8	1	0.9	24	6	0.9	1	0
c1ccc(-c2nnc(-c3ccccc3)c(-c3c[nH]c4ccccc34)n2)cc1	8	1.2	-21	1.1	-16	-2	1	-7	9
CSc1nc(NCc2ccco2)c2ccccc2n1	2	0.4	5	0.8	64*	64*	0.4	-1	2
O=C(NCCCN1CCCC1=O)Nc1ccc(Cl)cc1	-3	x	46	x	x	x	x	-6	1
O=C(Nc1ncccn1)c1cccs1	-3	1	-19	0.9	-4	-3	1	-6	5
C=CCn1c(N)c(C(=O)Nc2ccc(C)c(C)c2)c2nc3ccccc3nc21	1	0.7	8	0.9	34	22	0.8	-12	3
COc1ccc2nc(SCc3cnc(C)nc3N)[nH]c2c1	-6	1.1	3	0.9	-7	-26	1.3	-9	7
CC(=O)c1cc2c(cc1NS(=O)(=O)c1ccccc1)OCO2	-5	0.1	5	0.8	88*	-177	2.8*	-9	0
CCN(CC)CC(C)(C)NS(=O)(=O)c1ccc(Cl)cc1	-4	0.6	14	0.7	38	-2	1	1	1
CS(=O)(=O)N1CCN(c2ccccc2NC(=O)CSc2ccc(Cl)cc2)CC1	-5	0.2	-9	1.5	78*	87*	0.1	-1	11
CCCNC(=O)C(Cc1ccccc1)NS(=O)(=O)c1ccc2c(c1)c(=O)n(C)c(=O)n2C (stereo unspecified)	13	1	10	0.9	2	45	0.6	2	6
CCOc1ccc(-c2nc(C#N)c(N3CCN(CC)CC3)o2)cc1	9	0.9	-15	1.5	9	-32	1.3	-8	16
COC(=O)c1ccccc1OCC(=O)NC1CCCCC1	6	0.4	3	1.4	64*	49	0.5	-5	3
CC(=O)OC1CC(C)(C)N(OC(=O)CCCN2C(=O)c3ccccc3C2=O)C(C)(C)C1	x	1.1	x	1.4	-8	2	1	x	x
CCCCSC(=S)N(C)C1CCS(=O)(=O)C1 (stereo unspecified)	-4	0.5	15	0.9	49	29	0.7	1	3
COc1ccc(-n2c(SCC(N)=O)nc3sc4c(c3c2=O)CCN(C)C4)cc1	x	0.3	x	1.2	73*	33	0.7	x	x
O=C(O)C1CSC(c2ccccc2)N1C(=O)c1ccco1 (stereo unspecified)	8	1	-17	1.1	1	11	0.9	-6	5
N#Cc1nc(-c2ccco2)oc1N1CCc2ccccc2C1	-6	0.3	13	1.5	68*	86*	0.1	-9	13
Cc1cc(NC(=O)CCCSc2nc(-c3ccco3)cc(C(F)(F)F)n2)n(-c2ccccc2)n1	-6	x	-6	x	x	x	x	1	2
O=c1[nH]c(CN2CCc3ccccc32)nc2scc(-c3cccs3)c12	-5	1	-2	1.3	5	41	0.6	-2	15
Cc1ccc(CN2C(=O)CCC2C(=O)NCc2ccc3c(c2)OCO3)cc1 (stereo unspecified)	0	0.7	-9	0.9	28	32	0.7	-9	3
Cn1nnc(NC(=O)c2cccc(OCc3ccccc3)c2)n1	-5	0.9	-5	0.8	13	10	0.9	-10	1
CN(C)C(=O)Cn1c(SCC(=O)Nc2ccc3c(c2)OCO3)nc2ccccc21	0	x	-8	x	x	x	x	-6	0
Cn1c(SCC(=O)Nc2ccccc2F)nnc1-c1ccc(S(=O)(=O)N2CCOCC2)cc1	0	1	1	1.3	1	1	1	-5	6
Cc1ccc(-n2nnc3c(=O)oc4ccccc4c32)cc1	1	1	7	0.9	2	13	0.9	2	5
CCN=C1SC(CC(=O)Nc2ccccc2OCC)C(=O)N1CC (stereo unspecified)	4	0.2	0	1.3	76*	-36	1.4	-8	2
CC(=O)Nc1ccccc1-c1nc2ccccc2nc1OCC(=O)c1ccc(Br)cc1	-3	0.9	-3	1.2	10	58*	0.4	5	1
Cc1nn(-c2ccc(C(F)(F)F)cn2)c(C)c1Oc1ccccc1O	2	0.6	37	1	41	37	0.6	-30	13
Cc1ccc(NC(=S)NCc2cccs2)cc1	-3	0.4	15	0.8	57*	29	0.7	-3	-3
Cc1noc(C)c1COC(=O)CCN1c2ccccc2Sc2ccccc21	-2	0.1	-22	1.4	88*	98*	0	-2	4
CC(C)C(NS(=O)(=O)c1cccs1)C(=O)N1CCc2ccccc2C1 (stereo unspecified)	-7	0.2	3	1.1	79*	43	0.6	-7	0
Cc1cc(O)c(NC(=O)c2ccco2)cc1C	-6	1.1	14	1.2	-7	0	1	-16	1
COc1ccc(S(=O)(=O)N(C)CC(=O)Nc2cccc(C(C)=O)c2)cc1Cl	3	0.1	3	1.8	93*	-18	1.2	-1	14
CCOC(=O)N1CCN(C(=O)CN2C(=O)CC(C)(C)S(=O)(=O)c3ccccc32)CC1	-2	0.5	-34	0.9	55*	-64	1.6	2	2
N#Cc1c2c(c[nH]c1=O)CCN2Cc1ccccc1	-5	x	-9	x	x	x	x	-16	7
CCOc1ccc(C2/C(=C(\O)c3cccc(OC)c3)C(=O)C(=O)N2c2cc(C)on2)cc1OC (stereo unspecified)	x	1.1	x	1	-12	20	0.8	x	x
O=C(NCc1cccnc1)c1c[nH]c2cc3c(cc2c1=O)OCCO3	-4	1.1	11	1	-7	2	1	-5	-1
CCOC(=O)c1ccccc1NC(=O)c1cc(S(=O)(=O)N2CCOCC2)ccc1F	1	0.5	-1	1.4	45	59*	0.4	-9	7
COc1ccc(OC)c(NC(=O)c2c(NC(=O)c3ccco3)sc3c2CCC3)c1	4	1.1	-3	1.5	-8	22	0.8	-5	6
Cc1cc(C(=O)Nc2nnc(C3CCCCC3)s2)no1	-3	1	1	1.1	-2	23	0.8	-6	2
CC(C)(C)c1cc(S(=O)(=O)CCc2ccccn2)cc(C(C)(C)C)c1F	-1	0.8	7	1.6	24	44	0.6	-7	6
CCNC(=O)C1CC(=O)N(c2ccc(Br)cc2)C1 (stereo unspecified)	-10	0.3	2	1	70*	7	0.9	-9	8
COCCCNC(=O)C1CCN(C(=O)c2cc3sccc3n2Cc2ccc(F)cc2)CC1	14	0.7	-3	1.7	35	-15	1.1	-4	8
CCCOc1c(Cl)cc(/C=N/O)cc1OCC	1	0.7	-7	0.8	32	34	0.7	-3	17
CCCn1c(=NC(=O)c2ccco2)c(C(=O)OCC)cc2c(=O)n3ccccc3nc21	2	1	-25	1.2	2	24	0.8	-10	6
